Kir21 block – inhibitors of mouse Kir2.1 inward-rectifier potassium channel; AID 1672; P35561; B-score at 10 µM; HEK293-Kir2.1, FluxOR thallium flux fluorescence; stronger effect = lower value; actives 0.85% (n = 310,000);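 active = fluorescence ratio B-score at or below minus 3 SD of library scores, with starting-brightness B-score within 2 SD, cut at about -4.2 in these data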;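 note: channel flux triggered by added potassium and thallium sulfate stimulus; B-score of peak minus minimum fluorescence over baseline after thallium stimulus; more negative B-score means stronger Kir2.1 block with less thallium influx; some compounds called inactive have numbers as strong as hits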
STK33 inh – inhibitors of human STK33 kinase; actives 0.073% (n = 320,000); AID 2661; Q9BYT3; purified STK33, MBP phosphorylation, ADP-Glo luminescence; inhibition, % at 10 µM;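 active = inhibition at or above 25%, using the most active replicate where run in duplicate; inactive = inhibition below 25%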
Target sequence (Q9BYT3 whole entry, looked up): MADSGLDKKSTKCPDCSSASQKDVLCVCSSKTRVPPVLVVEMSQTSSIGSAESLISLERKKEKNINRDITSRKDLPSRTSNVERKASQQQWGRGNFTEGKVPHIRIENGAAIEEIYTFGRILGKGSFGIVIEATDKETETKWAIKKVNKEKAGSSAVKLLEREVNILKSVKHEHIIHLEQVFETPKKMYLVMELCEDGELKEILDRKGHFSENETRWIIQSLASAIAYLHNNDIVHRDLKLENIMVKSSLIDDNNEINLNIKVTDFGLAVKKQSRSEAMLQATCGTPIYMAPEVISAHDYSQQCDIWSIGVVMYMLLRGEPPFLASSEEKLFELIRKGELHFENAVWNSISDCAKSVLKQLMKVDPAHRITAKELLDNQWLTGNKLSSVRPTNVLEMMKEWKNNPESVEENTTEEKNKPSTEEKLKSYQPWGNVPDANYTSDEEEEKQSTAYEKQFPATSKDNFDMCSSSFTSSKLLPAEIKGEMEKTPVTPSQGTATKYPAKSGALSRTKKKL
Starred values were filed as active, the others as inactive; / = no result given.

cpd	Kir21 block	STK33 inh	molecule
1	-0.24	-1.3	CC(CN1CCC(n2nccc2NC(=O)c2ccccc2Cl)CC1)c1ccccc1 (stereo not given)
2	/	-0.8	O=C(COC(=O)CCc1nc2ccccc2c(=O)[nH]1)Nc1ccccc1OC(F)F
3	0.95	-0.9	C/C(=N\O)C(C)(C)Nc1ccc(F)cc1
4	-0.38	-1.3	CCOC(=O)N1CCN(C(=O)CSc2ccc(-c3ccc(OC)cc3)nn2)CC1
5	-0.42	-0.9	COc1ccc2cc3cc(C(=O)N4CCCCC4C)oc3nc2c1 (stereo not given)
6	-1.1	-0.7	Nc1c([N+](=O)[O-])c(=O)oc2ccccc12
7	/	-0.4	Cc1ccc(C(=O)NCC(c2cccs2)N(C)C)cc1S(=O)(=O)N1CCOCC1 (stereo not given)
8	-0.56	-0.9	C=CCn1c(SCC(=O)N2CCN(CCO)CC2)nc2sc3c(c2c1=O)CCC3
9	0.23	-0.3	Cc1nn(-c2ccccc2)c(Cl)c1C(=O)Nc1c(C)n(C)n(-c2ccccc2)c1=O
10	-0.65	-0.6	CCOc1ccc(/C=C/C(O)=C2/C(=O)NC3(C)CC2c2ccccc2O3)cc1OC (stereo not given)
11	0.42	-1.1	COCCNC(=O)c1ccccc1NC(=O)c1ccccc1SC
12	-0.6	/	Cc1ccc(NC(=O)CNc2cccc(S(=O)(=O)N3CCOCC3)c2)cc1F
13	0.01	-1.1	Cc1cc(C)n(S(=O)(=O)c2ccccc2[N+](=O)[O-])n1
14	1.4	-1.1	Cc1ccc(Cc2nc(-c3cccnc3)no2)cc1
15	-2	0.4	Cc1cc(=O)oc2c(C)c(OC3CCCCC3=O)ccc12 (stereo not given)

Overlap with the part before: 4 entries, followed by the next part.
cpd	Kir21 block	STK33 inh	molecule
12	-0.6	/	Cc1ccc(NC(=O)CNc2cccc(S(=O)(=O)N3CCOCC3)c2)cc1F
13	0.01	-1.1	Cc1cc(C)n(S(=O)(=O)c2ccccc2[N+](=O)[O-])n1
14	1.4	-1.1	Cc1ccc(Cc2nc(-c3cccnc3)no2)cc1
15	-2	0.4	Cc1cc(=O)oc2c(C)c(OC3CCCCC3=O)ccc12 (stereo not given)
16	1.6	0.9	CCOC(=O)C1CCCN(CC(=O)Nc2cc(C)cc(C)c2)C1 (stereo not given)
17	-1.7	-0.5	COc1ccccc1CNC(=O)c1ccc(CS(=O)(=O)c2ccc(C)cc2)o1
18	0.77	-2.0	COc1ccc(N2CCN(C(=O)CSc3nnc(COc4cccc5cccnc45)o3)CC2)cc1
19	-0.86	-0.4	COc1ccc(/C=N/NC(=O)c2cccnc2)cc1COc1ccc(NC(C)=O)cc1
20	-0.13	-1.6	CCC(C(=O)NCc1cccnc1)n1nc(C)n2c(cc3occc32)c1=O (stereo not given)
21	0.96	1.8	O=C(NC(=S)Nc1ccc2oc(=O)ccc2c1)c1ccco1
22	0.98	-0.4	Cn1ncc(SCc2ccccc2)c(Cl)c1=O
23	0.59	-0.1	CN(C)S(=O)(=O)c1cc(C(=O)OCCn2cnc3c2c(=O)n(C)c(=O)n3C)ccc1Cl
24	1	-2.1	CCCC1=C(C(=O)OCC)C(c2c(C)nn(-c3ccccc3)c2Cl)C(C#N)=C(N)O1 (stereo not given)
25	4.6	1.2	Cc1cc(C)c(-n2c(SCC(=O)N3CCOCC3)n[nH]c2=O)c(C)c1
26	2.1	-2.5	CCOC(=O)CCc1c(C)nc2cc(-c3ccc(F)cc3)[nH]n2c1=O
27	/	-2.2	CC(C)Oc1ccc(C(=O)OCC(=O)NC2CCCCCC2)cc1
28	-1.1	-0.7	COc1ccc(CCNC(=O)COC(=O)Cn2cnc3ccccc3c2=O)cc1
29	0.17	1.1	Cc1cc(C)n2nc(CC(=O)NCc3ccccc3Cl)nc2n1
30	0.16	-0.9	O=C(NCc1ccccc1)c1ccc(CS(=O)Cc2ccc(Cl)cc2)o1 (stereo not given)

Additional records follow:
cpd	Kir21 block	STK33 inh	molecule
31	-2	-0.5	CCCn1nnnc1SCC(=O)N(C(C)C)C(C)C
32	-3.3	0.2	CCOc1ccc([N+](=O)[O-])cc1CNC1CCCCCCC1
33	-0.97	-2.1	O=C(c1ccc2c(c1)OCO2)N1CCN(c2ccc(Cl)cc2)CC1
34	-1.1	0.8	Cc1cc(NC(=O)COC(=O)CCNS(=O)(=O)c2c(Cl)cccc2Cl)no1
35	-0.87	0.1	CCOC(=O)c1c(NC(=O)c2cccs2)sc(C(=O)N(C)C)c1C
36	-0.15	-0.5	COc1ccc(NC(=O)CNS(=O)(=O)c2ccccc2)cc1Cl
37	-0.19	0.6	COc1ccccc1/C=N/OC(=O)c1ccc(F)cc1
38	3	-0.8	Cc1cccc(-c2noc(CN(C(=O)CCc3ccccc3)C(C)C)n2)c1
39	0.79	-0.1	CC(=O)NCC1CCCN(c2nc3nonc3nc2N(C)Cc2ccccc2)C1 (stereo not given)
40	1.3	0.1	CCN(CC(=O)NC(C)(C)C)C(=O)COc1c(Cl)cc(Cl)c2ccc(C)nc12
41	-0.01	-1.5	CC(=O)Oc1cccc(N2C(=O)c3cccc4c([N+](=O)[O-])ccc(c34)C2=O)c1
42	0.83	3.0	COc1ccc(S(=O)(=O)NCCc2nnc3ccc(SCC(=O)Nc4nc(C)cs4)nn23)cc1
43	0.25	-1.9	CC1(C)Oc2ccc(C(=O)N3CCOCC3)cc2N(CC(=O)N2CCOCC2)C1=O
44	-0.34	-0.6	O=C(c1ccccc1)N1CCN(S(=O)(=O)c2cccc(NS(=O)(=O)c3ccccc3)c2)CC1
45	0.24	-1.4	c1ccc(-c2csc(Nc3nc(N4CCOCC4)nc(N4CCOCC4)n3)n2)cc1

Next part
cpd	Kir21 block	STK33 inh	molecule
46	-0.04	0.8	O=C1C2C3C=CC(C3)C2C(=O)N1c1n[nH]c(CCc2ccccc2)n1 (stereo not given)
47	2.2	0.1	CCC(C)NC(=O)c1cc(-c2ccccc2O)on1 (stereo not given)
48	1.2	0.0	CN(CCC#N)C(=O)CSc1nc2scc(-c3ccccc3)c2c(=O)[nH]1
49	-1.3	-2.4	Cc1ccc(NC(=O)C2C3CC4OC(=O)C2C4C3)cc1Cl (stereo not given)
50	1.6	-1.3	CCC(=O)c1ccc(N2CCCC2)c(F)c1
51	-1.8	1.7	CCOc1ccccc1N(CC(=O)N1CCC(C)CC1)S(=O)(=O)c1ccc(C)cc1
52	0.29	6.5	Cc1ccc(CN2CCC(CO)(CC3CCCCO3)CC2)o1 (stereo not given)
53	/	-1.3	CCOc1ccccc1NC(=O)CSc1nnc(Cn2c(=O)sc3ccccc32)n1C
54	-0.97	-0.9	COc1ccc(NC2=NCCC2)cc1
55	-1.1	-0.1	COC(=O)CSc1nc2c(cnn2-c2ccc(F)cc2)c(=O)[nH]1
56	-0.64	2.2	Cc1ccc(C(=O)/C=C/N(C)C)o1
57	-0.07	-1.2	Cc1cccc(CC2CC(=O)N(c3nc4ccccc4s3)C2=O)c1 (stereo not given)
58	0.77	-0.5	O=C(NC1CCN(C(=S)NCc2ccco2)CC1)C12CC3CC(CC(C3)C1)C2
59	0.38	-3.6	Cc1ccc(-c2cc(C)nc3ncnn23)cc1
60	-0.12	0.4	O=C(CSc1ncccn1)NCc1ccc(Cl)cc1

Later entries.
cpd	Kir21 block	STK33 inh	molecule
61	0.21	-0.9	CCOCCc1nnc(NC(=O)c2cc(OC)c(OC)c(OC)c2)s1
62	0.3	-2.1	CCC(Oc1ccccc1)C(=O)Nc1ccc(S(=O)(=O)Nc2ncccn2)cc1 (stereo not given)
63	-2.6	-1.6	COC(=O)C1(Cc2cc(-c3ccc(OC)cc3OC)no2)CCN(C(=O)OC(C)(C)C)CC1
64	0.83	2.6	O=[N+]([O-])c1cc([N+](=O)[O-])c2cc3ccccc3nc2c1
65	0.59	0.9	NC(=O)c1coc(-c2ccccc2)n1
66	0.55	-1.4	COc1ccc(CCNC(=O)CN2CCC(C(N)=O)CC2)cc1
67	0.63	-0.7	O=C(NC(=S)N1CCN(c2ccccn2)CC1)c1ccco1
68	0.48	-0.4	COc1ccc(N2CC(=O)N(c3ccccc3)C2=S)cc1
69	-0.37	-0.1	CCC1=Nc2cc(C(=O)NCc3ccco3)ccc2Sc2ccc(C)cc21
70	0.42	0.0	Cc1ccc2oc(=O)c3cnn(CC(=O)N4CCN(c5ccccn5)CC4)c3c2c1
71	-0.08	0.2	CCc1nc(Cl)c(C#N)c2c1CSC(C)(C)C2
72	-0.63	-1.0	CCCCNC(=O)NNC(=O)c1ccco1
73	-0.31	-0.7	Cc1cc(=O)oc2cc(Oc3ccc([N+](=O)[O-])cc3C(F)(F)F)ccc12
74	0.55	-3.0	CCOC(=O)C1=C(NC(=O)c2ccc(Br)o2)Nc2ccccc2N=C1
75	-0.68	-1.2	O=C(CSc1nc2ccccc2c(=O)n1CCC(=O)N1CCN(c2ccccc2)CC1)NCC1CCCO1 (stereo not given)

The listing continues.
cpd	Kir21 block	STK33 inh	molecule
76	-0.05	-2.6	Cc1csc(C(=O)O)c1NC(=O)c1ccc(F)cc1
77	-0.18	0.5	CCOc1ccc(CCNC(=O)c2cc3c(C)nccc3[nH]c2=O)cc1OCC
78	-0.2	0.3	CCN1CCN(c2cc(C)c3cc(NC(=O)Cc4ccccc4OC)ccc3n2)CC1
79	-0.74	-0.5	COCC(C)N1CCC(n2nccc2NC(=O)c2ccc3c(c2)OCO3)CC1 (stereo not given)
80	-0.01	-0.3	O=C(CSc1nnnn1Cc1ccccc1)NCCc1ccccc1
81	0	-1.4	COc1ccc(NS(=O)(=O)c2cccc(C(=O)N/N=C/c3cn(-c4ccccc4)nc3-c3ccccc3)c2)cc1
82	/	13	COc1cccc(-c2sc3ccc(OC)cc3c2C#CC(C)(C)O)c1
83	0.01	-0.3	O=C(NC1CCCCCC1)c1ccc(CN2CCOCC2)cc1
84	-0.71	0.7	CCCCOC(=O)C1CN(c2ccccc2)N=C1C(=O)OCC (stereo not given)
85	-2	-0.6	Cc1oncc1C(=O)N1CCCC(CO)(Cc2ccc(F)cc2F)C1 (stereo not given)
86	-0.21	-0.9	COc1ccc2cc(CCNC(=O)c3ccc(S(=O)(=O)N4CCCC4)cc3)c(=O)[nH]c2c1
87	0.35	-0.7	Cc1cc(NC(=O)COC(=O)c2oc3c(Cl)cccc3c2C)no1

Entries from the list above with a nitro group on carbon, in the order listed:
cpd	Kir21 block	STK33 inh	molecule
6	-1.1	-0.7	Nc1c([N+](=O)[O-])c(=O)oc2ccccc12
13	0.01	-1.1	Cc1cc(C)n(S(=O)(=O)c2ccccc2[N+](=O)[O-])n1
32	-3.3	0.2	CCOc1ccc([N+](=O)[O-])cc1CNC1CCCCCCC1
41	-0.01	-1.5	CC(=O)Oc1cccc(N2C(=O)c3cccc4c([N+](=O)[O-])ccc(c34)C2=O)c1
64	0.83	2.6	O=[N+]([O-])c1cc([N+](=O)[O-])c2cc3ccccc3nc2c1
73	-0.31	-0.7	Cc1cc(=O)oc2cc(Oc3ccc([N+](=O)[O-])cc3C(F)(F)F)ccc12

Screening data: PubChem BioAssay, several laboratories
